Assay outcomes as filed in PubChem.
TCR-CD3 inh – inhibitors of human TCR-CD3 interaction, primary screen, biochemical, fluorescence, TAMRA-labeled TCR probe; T-cell receptor (TCR); inhibition, % at 9.4 µM; hit rate 0.37% among 360,000; AID 651800, 2012; in the data active = inhibition above about 19%;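 also: recombinant mutant TCR 2C K166C tagged with TAMRA read by polarization; 0% = receptor in buffer alone and 100% = receptor with positive control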
PRMT1 FP inh – PRMT1 methyltransferase inhibitors, primary screen, biochemical, fluorescence polarization | Protein arginine N-methyltransferase 1 (Homo sapiens), Q99873 | recombinant PRMT1, activity-based probe fluorescence polarization | hit rate 1.3% among 370,000 | inhibition, % at 2.79 µM;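 active = inhibition above about 21% made by adding two undisclosed values, limit read from the data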
Target sequence (Q99873 whole entry, looked up): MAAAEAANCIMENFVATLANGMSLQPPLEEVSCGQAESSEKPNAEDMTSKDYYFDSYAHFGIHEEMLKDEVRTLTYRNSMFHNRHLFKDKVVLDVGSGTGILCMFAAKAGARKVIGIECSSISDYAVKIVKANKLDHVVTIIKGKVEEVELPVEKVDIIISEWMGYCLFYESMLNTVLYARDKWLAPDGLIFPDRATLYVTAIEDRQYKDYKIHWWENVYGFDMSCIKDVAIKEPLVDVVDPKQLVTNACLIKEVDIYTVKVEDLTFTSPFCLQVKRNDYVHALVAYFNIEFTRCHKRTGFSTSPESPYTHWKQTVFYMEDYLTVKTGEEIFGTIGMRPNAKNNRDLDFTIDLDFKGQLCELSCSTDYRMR
Tn6 DDE FP – inhibitors of Tn6 peptide binding to fibrin DD(E), primary screen, biochemical, fluorescence polarization, human fibrin, Tn6 probe | Fibrinogen beta chain (Homo sapiens), P02675 | Fibrin DD(E) TRITC-Tn6 fluorescence polarization displacement | inhibition, % at 8.3 µM | hit rate 0.21% among 370,000 | AID 720509, 2013;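 active = inhibition above a per-campaign cutoff: mean of compounds within control limits plus 3 SD, cut at about 15% in these data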;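 also: 0% = median of all compound wells on the plate and 100% = blocking peptide control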
proKLK7 act – proKLK7 zymogen activators, primary screen, biochemical, fluorescence intensity; activation, % at 7 µM; purified proKLK7, EDANS-DABCYL substrate fluorescence; 100% is mature enzyme control, 0% vehicle; Kallikrein-7 (Homo sapiens), P49862; hit rate 0.9% among 370,000; AID 652039, 2013;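 active = activation above the mean of all tested compounds plus 3 SD, computed per campaign excluding outliers beyond control limits, cut at about 13% in these data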
Target sequence (P49862 whole entry, looked up): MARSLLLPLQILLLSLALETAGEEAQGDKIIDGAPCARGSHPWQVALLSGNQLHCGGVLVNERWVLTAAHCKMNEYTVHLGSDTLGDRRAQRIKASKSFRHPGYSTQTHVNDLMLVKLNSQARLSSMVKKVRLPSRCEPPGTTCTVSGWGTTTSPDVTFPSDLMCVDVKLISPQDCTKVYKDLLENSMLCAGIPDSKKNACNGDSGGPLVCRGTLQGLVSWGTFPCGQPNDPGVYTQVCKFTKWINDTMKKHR
LEDGF integ inh – blockers of LEDGF/p75-dependent integrase strand transfer – biochemical, TR-FRET, high throughput, primary screen. TR-FRET IN-LEDGF/p75 DNA integration, Eu/Cy5. inhibition, % at 3.7 µM. hit rate 0.64% among 370,000;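 active = inhibition above the screen-wide mean plus 3 SD, cut at about 13% in these data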;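 also: signal is the Cy5 over europium emission ratio at 671 and 618 nm; 0% = plate median of compound wells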
Tn7 DDE FP – inhibitors of Tn7 peptide binding to fibrin DD(E), primary screen, biochemical, fluorescence polarization, human fibrin, Tn7 probe | hit rate 0.13% among 370,000 | FP displacement of FITC-Tn7 peptide from fibrin DD(E); 0% = median of compound wells per plate | inhibition, % at 8.3 µM | AID 720508, 2013 | Fibrinogen beta chain (Homo sapiens), P02675;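 active = inhibition above the mean of compounds falling within the control limits plus 3 SD of them, cut at about 14% in these data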;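 also: 0% = plate median of compound wells and 100% = 10 µM Aha-Tn7 peptide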
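assay system = human clot-derived fibrin DD(E) complex | quantity = Fibrin-DD(E) at 2 µM final | timing = 10 min preincubation, 3 h with tracer, room temperature | signal = fluorescence polarization | measure = percent inhibition | benchmarks = high control wells with 10 µM unlabelled Aha-Tn7 peptide (full inhibition) | replicates = singlicate testing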
SIAE primary – human SIAE inhibitors, primary screen, biochemical, fluorescence polarization, FP-Rh probe, 1536-well HTS; Sialate O-acetylesterase (Homo sapiens), Q9HAT2; SIAE FP-Rh probe binding; inhibition, % at 9.66 µM; hit rate 0.69% among 370,000; AID 1053197, 2014;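 active = inhibition above a cutoff: mean of compounds within the control limits plus 3 SD of those, cut at about 17% in these data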;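 also: 0% = plate median of compound wells and 100% = probe without SIAE protein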
TDP2 absorb – human TDP2 enzyme inhibitors, primary screen, biochemical, epi absorbance, recombinant enzyme; Tyrosyl-DNA phosphodiesterase 2 (Homo sapiens), O95551; T5PNP hydrolysis, p-nitrophenol absorbance 415 nm; inhibition, % at 12.8 µM; hit rate 0.34% among 370,000; AID 720702, 2013;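 active = inhibition above the mean of all tested compounds plus 3 SD, set per campaign, cut at about 25% in these data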;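 also: 0% = DMSO with enzyme and 100% = buffer with substrate but no TDP2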
Target sequence (O95551 whole entry, looked up): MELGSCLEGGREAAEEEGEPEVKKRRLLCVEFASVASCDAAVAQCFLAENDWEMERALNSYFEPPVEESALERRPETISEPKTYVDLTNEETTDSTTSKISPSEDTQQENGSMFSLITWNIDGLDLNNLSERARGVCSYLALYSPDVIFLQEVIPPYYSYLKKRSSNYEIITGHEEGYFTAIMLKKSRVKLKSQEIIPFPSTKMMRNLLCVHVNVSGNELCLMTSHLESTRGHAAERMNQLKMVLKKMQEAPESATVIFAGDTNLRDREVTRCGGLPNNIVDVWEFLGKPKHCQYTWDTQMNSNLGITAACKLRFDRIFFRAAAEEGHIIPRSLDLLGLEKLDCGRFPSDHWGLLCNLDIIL
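Test system: Human TDP2 enzyme | Reagent: 5 mM T5PNP | Compound dosing: 12.8 µM single point, 1% DMSO | Incubation: Enzyme reaction with compound for 2 h at 37 °C | Technique: p-Nitrophenol epi absorbance | Read-out: % inhibition relative to enzyme-containing and enzyme-free wells | Benchmarks: High control without enzyme, low control DMSO plus TDP2 | Replicates: Singlicate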
UHRF1 MBD2 ctr – UHRF1 methylated DNA binding inhibitors, primary screen, counter-screen for MBD2 inhibitor project, biochemical, TR-FRET, human UHRF1, single concentration; E3 ubiquitin-protein ligase UHRF1 (Homo sapiens), Q96T88; hit rate 0.75% among 370,000; AID 687016, 2013; UHRF1 binding to methylated oligo; inhibition, % at 4.4 µM; in the data active = inhibition above about 21%;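 also: UHRF1 SRA domain binding a hemimethylated CpG hairpin DNA probe; 0% = median of test compound wells and 100% = reference inhibitor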
MBD2 inh – inhibitors of MBD2 binding to methylated DNA, primary screen, biochemical, TR-FRET, DNA-binding domain, human; Methyl-CpG-binding domain protein 2 (Homo sapiens), Q9UBB5; MBD2 binding to methylated oligonucleotide; inhibition, % at 4.4 µM; hit rate 0.31% among 370,000; in the data active = inhibition above about 13%
* hit, by the source's call; x = no result given.

SMILES	TCR-CD3 inh	PRMT1 FP inh	Tn6 DDE FP	proKLK7 act	LEDGF integ inh	Tn7 DDE FP	SIAE primary	TDP2 absorb	UHRF1 MBD2 ctr	MBD2 inh
NC(=O)[C@@H]1CCCCNc2c(I)cc([N+](=O)[O-])cc2C(=O)N[C@@H](CCC(=O)O)C(=O)N[C@@H](CO)C(=O)N1	5	4	2	0.4	0	8	-4	-10	1	13
C#CCN1C(=O)[C@]2(NCCc3c2[nH]c2ccc(OC)cc32)c2ccccc21	x	12	1	-1.0	4	-6	9	4	1	-1
O=C(CCCN1C(=O)c2ccccc2C1=O)NCc1ccco1	-5	5	-5	0.1	-1	-3	0	4	-1	4
Cc1ccc(S(=O)(=O)N2CCOCC2)cc1C(=O)NCc1ccco1	-1	3	1	0.3	-2	-3	-1	-2	2	-1
COc1ccc(C(=O)CSc2nnnn2Cc2ccccc2)cc1	6	-4	-2	0.6	0	2	-1	5	0	-2
O=C(C[C@@H]1C[C@H]2c3cc(NC(=O)c4cccnc4)ccc3O[C@H]2[C@H](CO)O1)NCc1ccc(Oc2ccccc2)cc1	0	0	0	0.6	0	-2	4	4	-1	2
O=C(CCn1c(=S)oc2ccccc21)Nc1ccccc1Br	5	1	3	0.2	-4	2	4	-11	-1	-3
CN(CC(=O)Nc1ccc(N2CCOCC2)cc1)C(=O)Cc1ccccc1	2	-1	7	0.0	0	6	3	5	-2	-2
COc1ccc(-c2nn(-c3ccccc3)cc2C(=O)NCC(c2cccs2)N2CCOCC2)cc1 (centres undefined)	-8	-4	1	0.4	3	0	0	-6	0	-5
COc1cccc(N(C(=O)Cc2cccs2)C(C(=O)NC2CCCC2)c2ccncc2)c1 (centres undefined)	-9	0	5	0.3	2	-6	2	11	0	1
CC(=O)c1csc(-c2cccc(-c3nc4ccc(Cl)cn4c3NC3CCCCC3)c2)c1	-7	0	1	0.7	-1	4	6	9	-3	5
Cc1ccc(/C(O)=C2\C(=O)C(=O)N(c3cc(C)on3)C2c2cccc(Cl)c2)cc1 (centres undefined)	8	1	-2	-0.2	2	-2	3	-11	2	-2
COc1ccc(/C=C2\SC(=S)N(CCC(=O)N3CCOCC3)C2=O)cc1	-1	-1	0	0.4	4	3	4	7	-2	1
COc1cc(/C=C/C(=O)Nc2cc(C(F)(F)F)ccc2Cl)cc(OC)c1OC	-1	-1	0	-2.7	0	-3	-25	-10	0	0
CC(O)CC(=O)NOCc1ccccc1 (centres undefined)	0	2	2	-0.8	-2	-7	2	9	1	-3

For reference, some entries already given.
SMILES	TCR-CD3 inh	PRMT1 FP inh	Tn6 DDE FP	proKLK7 act	LEDGF integ inh	Tn7 DDE FP	SIAE primary	TDP2 absorb	UHRF1 MBD2 ctr	MBD2 inh
COc1ccc(/C=C2\SC(=S)N(CCC(=O)N3CCOCC3)C2=O)cc1	-1	-1	0	0.4	4	3	4	7	-2	1
COc1cc(/C=C/C(=O)Nc2cc(C(F)(F)F)ccc2Cl)cc(OC)c1OC	-1	-1	0	-2.7	0	-3	-25	-10	0	0
CC(O)CC(=O)NOCc1ccccc1 (centres undefined)	0	2	2	-0.8	-2	-7	2	9	1	-3

Next section.
SMILES	TCR-CD3 inh	PRMT1 FP inh	Tn6 DDE FP	proKLK7 act	LEDGF integ inh	Tn7 DDE FP	SIAE primary	TDP2 absorb	UHRF1 MBD2 ctr	MBD2 inh
CCOC(=O)C1=NNC(=O)C1	-4	0	9	-0.6	0	-4	4	-7	3	-2
CC1CCN(S(=O)(=O)c2cccc(C(=O)Nc3nccs3)c2)CC1	9	0	-2	0.2	0	-3	-7	-7	-3	-3
S=C(NCCc1ccccc1)NCc1cccs1	5	-3	-6	-0.3	0	4	0	4	-1	-7
CCn1c(CNc2cccc(Cl)c2)nnc1SCC(=O)OC1CCCCC1	-2	-1	6	0.6	0	10	2	13	0	1
Cc1ccc(S(=O)(=O)NCc2nc3ccccc3c(=O)n2N)cc1	-5	4	-1	-0.3	5	-3	6	-9	0	-2
COc1cccc(C(=O)NCCS(=O)(=O)NCc2ccc(Cl)cc2)c1	1	-3	9	-0.1	-1	0	-6	-17	3	5
CCOC(=O)Cc1nnc(NC(=O)C(CC)Sc2nc(C)cc(C)n2)s1 (centres undefined)	-1	-3	0	-0.3	3	3	0	-3	0	3
COCc1cc(C)nc(SCc2ccc(Br)cc2)c1C#N	4	1	6	0.6	-3	3	0	-2	0	-2
O=C(CSc1nnc(-c2ccccc2F)n1Cc1ccco1)Nc1ccccc1-c1ccccc1	x	16	8	-0.2	-3	-2	-3	-2	-1	4
CC(=O)c1ccc(N2CCN(Cc3nc4ccccc4[nH]3)CC2)cc1	0	4	-6	-0.4	-2	-2	8	5	-3	2
Cc1ccc(NC(=O)C2CCN(c3nc(C)cc(C)n3)CC2)cc1	5	-8	3	0.0	4	6	0	9	-1	-5
O=c1[nH]nnc2cc(Cl)ccc12	6	-3	4	0.1	3	-5	-2	-2	3	-2
Cc1ccc2cc(C#N)c(N3CCCN(S(=O)(=O)c4ccccc4)CC3)nc2c1C	-5	1	-4	-1.3	-1	-4	-4	12	0	3
CCn1c(SCC(=O)Nc2ccc(N3CCOCC3)cc2)nnc1-c1ccncc1	3	0	-2	0.1	-1	3	-4	-4	0	-2
CCCn1nnc(NC(=O)c2cccc(Cl)c2)n1	-5	2	-4	0.2	-3	2	-1	12	1	2
C/C(CC(=O)NC(C)(C)C)=N\NC(=O)COc1ccc(C)cc1Br	-1	3	2	-0.1	-3	-2	4	1	-2	-3
O=C(CSc1nnc(SCc2cccc3ccccc23)s1)c1ccc2c(c1)OCO2	7	2	0	-0.5	-3	2	3	5	5	0
CCCCC1Cc2[nH]c(=S)[nH]c(=O)c2C(C(C)C)O1 (centres undefined)	-6	4	5	-0.4	0	6	6	4	2	-3
O=C(Nc1cc(-c2ccccc2)cs1)c1ccco1	1	0	-9	-0.6	-2	-4	-3	7	-2	-4
CCN1C(=O)[C@H]2[C@@H](c3ccc(-c4ccccc4)c(OC)c3)N[C@@](CC(C)C)(C(=O)OC)[C@H]2C1=O	-7	1	-2	-2.0	0	5	0	-16	4	1
O=C(CSc1nnc(NC(=O)c2ccco2)s1)Nc1cccc(F)c1	-3	4	3	0.2	-2	6	8	10	-1	-1
Cc1cc(=O)[nH]c(SCC(=O)N2CC3(C)CC2CC(C)(C)C3)n1 (centres undefined)	1	-1	7	-0.7	4	6	-3	-3	2	-3
Cc1c(NC(=O)/C(C#N)=C/c2ccc(-c3cc(Cl)ccc3Cl)o2)c(=O)n(-c2ccccc2)n1C	3	0	1	0.1	1	-4	1	-2	-2	-3
COC(=O)c1[nH]c2c(c1C(=O)OC)CCc1ccccc1-2	3	7	5	6.9	-3	1	-2	-10	3	4
CC(C)Cn1c(N)c(C(=O)COC(=O)c2ccc(Br)cc2)c(=O)n(C)c1=O	-14	0	4	0.4	0	1	-9	-4	2	5
CCOC(=O)C1C(C(=O)OCC)C(C)(C)C1N(C)C (centres undefined)	5	-1	4	0.2	-1	-1	0	-3	-2	-4
COc1ccc(C(=O)c2sc(Nc3ccccc3F)nc2N)cc1	3	6	6	0.3	-1	3	9	9	0	5
Cc1ccc(C)c(OCC(=O)Nc2ccc(S(=O)(=O)N3CCN(C)CC3)cc2)c1	2	2	-2	0.3	-2	5	-6	3	-1	-4
Cc1ccc(C)c(NNC(N)=S)c1	6	1	5	0.1	-2	-1	0	6	0	-2
O=C(CCC1COc2ccccc2O1)NCC1COc2ccccc2O1 (centres undefined)	0	-1	-11	-0.1	-3	7	-1	11	6	4
COc1cccc(-c2nc(CS(=O)(=O)CC(=O)NCC(C)c3ccccc3)c(C)o2)c1 (centres undefined)	2	-2	3	0.3	-2	-12	15	4	-1	0
COc1cc(/C=C/c2cc(C(F)(F)F)[nH]c(=O)n2)cc(OC)c1OC	-2	2	3	8.3	0	2	-3	16	1	0
CCOCCn1c(=O)c2c(nc3n2CCN3c2ccc(CC)cc2)n(C)c1=O	-6	-4	0	0.4	1	2	5	2	3	0
Cc1cc(C(=O)COC(=O)c2ccc[nH]c2=O)c(C)n1-c1ccccc1	-2	-2	-4	-0.2	2	-11	4	-16	3	-1
COc1ccc(C(=O)Nc2ccc3c4c(cccc24)CC3)cc1	3	-1	-8	-0.1	1	0	-2	-2	-3	-5
CNC(=O)c1cnn(-c2nc(-c3ccc(OC)cc3)cs2)c1C(F)(F)F	7	-4	5	0.4	1	4	12	9	-2	-6
N#Cc1ccc(/C=C/C(=O)c2ccco2)cc1	2	2	5	0.2	-3	10	10	1	0	-3
Cc1cc(C)n2cc(CSc3nnc(N)s3)nc2n1	-6	9	3	0.8	9	8	4	5	22*	7
CC1CCN(S(=O)(=O)c2cc3c4c(c2)C(C)C(=O)N4CCC3)CC1 (centres undefined)	-9	0	-12	0.2	-1	1	-3	12	7	1
O=C(Nc1ccc2c(c1)OCO2)C1CCN(C(=O)c2ccc(Br)cc2)CC1	9	0	2	-0.4	-2	2	0	2	-5	-6
CC(C)(C)OC(=O)NC1CCN(c2nc(-c3ccc(Br)cc3)cs2)CC1	x	2	1	x	-3	-2	-3	3	0	-2
COc1ccc(/C=N\NC(=O)c2ccc([N+](=O)[O-])c(C)c2)cc1COc1ccccc1C(N)=O	0	2	1	-1.8	0	-4	-61	2	3	4
CC(=O)N1CCc2cc(S(=O)(=O)NC(CC(C)C)C(=O)N3CCCC3)ccc21 (centres undefined)	1	-1	-4	-0.7	-1	1	4	6	0	4
Cc1ccc(-n2c(SCC(=O)Nc3ccccc3-c3ccccc3)nnc2-c2cnccn2)cc1	x	11	-1	0.8	-3	7	-2	-15	2	8
CN(C)S(=O)(=O)c1cccc(NC(=S)Nc2ccc3cn[nH]c3c2)c1	-8	5	6	0.0	-3	9	-1	-1	-1	-1
COc1cc2c(cc1NC(=O)CSc1nc3cc(Cl)ccc3s1)oc1ccccc12	1	-2	8	-0.6	1	0	0	10	0	1
O=C(O)CSc1nc(-c2ccccc2)nc2c1CCCC2	0	2	1	0.7	3	9	-1	2	1	4
